Source: PubChem (Sanford-Burnham Center for Chemical Genomics)
Mdm2 MdmX PPI = inhibitors of human Mdm2-MdmX association, primary screen, cell-based, luminescence, split luciferase, SaOS-2, uHTS. Protein Mdm4 (Homo sapiens) + E3 ubiquitin-protein ligase Mdm2 (Homo sapiens), …. SaOS-2 split-luciferase Mdm2/MdmX complementation. inhibition, % at 8 µM. actives 3% (n = 330,000). AID 485346, 2010;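 active means inhibition of at least 50% at 8 µM in the primary screen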
Target sequence (O15151 whole entry, looked up): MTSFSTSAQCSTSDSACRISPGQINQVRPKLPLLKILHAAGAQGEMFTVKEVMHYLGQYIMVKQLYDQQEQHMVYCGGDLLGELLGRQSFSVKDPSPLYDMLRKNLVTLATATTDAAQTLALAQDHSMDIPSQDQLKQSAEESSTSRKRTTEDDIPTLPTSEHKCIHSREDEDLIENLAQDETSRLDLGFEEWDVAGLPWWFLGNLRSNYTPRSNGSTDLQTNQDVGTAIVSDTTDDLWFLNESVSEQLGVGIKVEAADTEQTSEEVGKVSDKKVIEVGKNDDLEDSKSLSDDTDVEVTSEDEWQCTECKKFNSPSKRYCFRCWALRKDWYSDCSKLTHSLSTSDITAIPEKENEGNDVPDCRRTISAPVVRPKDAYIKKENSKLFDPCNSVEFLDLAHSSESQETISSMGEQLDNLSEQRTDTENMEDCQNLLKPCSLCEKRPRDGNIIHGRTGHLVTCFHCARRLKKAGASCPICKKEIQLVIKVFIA
Target sequence (Q00987 whole entry, looked up): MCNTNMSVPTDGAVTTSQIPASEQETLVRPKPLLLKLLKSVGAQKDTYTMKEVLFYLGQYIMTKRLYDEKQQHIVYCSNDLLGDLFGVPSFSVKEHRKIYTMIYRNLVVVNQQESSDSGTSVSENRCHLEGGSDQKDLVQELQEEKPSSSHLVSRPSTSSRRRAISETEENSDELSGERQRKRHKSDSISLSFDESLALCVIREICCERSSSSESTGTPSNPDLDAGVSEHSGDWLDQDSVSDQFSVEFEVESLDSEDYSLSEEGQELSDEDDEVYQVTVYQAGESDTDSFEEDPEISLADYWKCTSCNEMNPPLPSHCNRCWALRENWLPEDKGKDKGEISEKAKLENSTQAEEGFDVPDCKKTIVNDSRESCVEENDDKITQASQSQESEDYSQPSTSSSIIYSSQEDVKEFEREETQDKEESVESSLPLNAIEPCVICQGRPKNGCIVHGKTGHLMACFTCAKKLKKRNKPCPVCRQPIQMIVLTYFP
XBP1 UPR activ = activators of adaptive XBP1 UPR arm, primary screen, cell-based, CHO-XBP1 luciferase reporter, luminescence, uHTS. activation, % at 20 µM. actives 0.33% (n = 330,000). AID 463104, 2010. IRE1-XBP1 UPR activation; percent of tunicamycin response, DMSO as zero;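 active means versus positive control, 20 µM dose yields 30% or more activation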;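 further: 100% = tunicamycin at 10 µg/mL and 0% = DMSO only wells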
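Material: CHO cell line with stable XBP1 luciferase reporter; schedule: 16-18 h cell attachment at 37 °C, then 6 h compound exposure; signal: glow luminescence from Steady-Glo reagent; medium: serum-containing F12 medium, 10% FBS; benchmarks: tunicamycin 10 µg/mL and vehicle-only wells; read-out: percent activation relative to tunicamycin reference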
tim23-1 inh = growth inhibitors of tim23-1 mutant yeast, primary screen, luminescence, uHTS; S. cerevisiae tim23-1 growth, BacTiter-Glo luminescence, 24 h; inhibition, % at 20 µM; actives 1.3% (n = 330,000); AID 463212, 2010;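 active means growth inhibition of the mutant yeast at or above 50%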;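 further: temperature-sensitive mutant grown at 25 °C; plate controls were DMSO-treated mutant yeast for no effect and medium wells lacking yeast for full effect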
697 NFkB inh = inhibitors of PMA/ionomycin-induced NF-kB reporter, 697 cells, primary screen, B-cell NF-kB inhibitor project, cell-based, luminescence, uHTS; 697 B-cell NF-kB luciferase reporter, 16 h; inhibition, % at 4 µM; actives 0.33% (n = 330,000); in the data active means inhibition above about 35%
APJ antagonist = antagonists of human apelin receptor APJ, primary screen, CHO-K1 cells, beta-arrestin complementation, luminescence; AID 2521, 2010; actives 0.32% (n = 330,000); inhibition, % at 20 µM; P35414;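 active means inhibition above about 40% at 20 µM, limit read from the data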;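 further: cells challenged with 10 nM apelin-13 agonist together with compound; plate controls were apelin-13 plus DMSO wells for no effect and DMSO wells lacking apelin-13 for full effect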
CHOP UPR activ = activators of apoptotic CHOP UPR arm, primary screen, cell-based, CHO-CHOP luciferase reporter, luminescence, uHTS; UPR activation; percent of tunicamycin response over DMSO baseline; activation, % at 10 µM; actives 0.34% (n = 330,000); AID 449763, 2010;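 active means at 10 µM dose, activation of 40% or more, normalized to positive control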;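 further: 100% = tunicamycin at 10 µg/mL and 0% = DMSO alone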
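Test system: CHO-CHOP cells, stable luciferase reporter of PERK-eIF2a-CHOP signalling | Quantity: 500 CHO-CHOP cells per well | Buffer or medium: F12 plus 10% serum | Compound dosing: 10 µM single point, 0.5% DMSO | Schedule: 6 h compound treatment, 37 °C | Signal: Luciferase luminescence | Control set: Tunicamycin high control, DMSO low control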
Jurkat NFkB inh = inhibitors of induced NF-kB luciferase reporter, primary screen, TCR NF-kB activation inhibitor project, cell-based, luminescence, uHTS; Jurkat, PMA/ionomycin-induced NF-kB luciferase reporter; inhibition, % at 4 µM; actives 0.53% (n = 330,000); AID 435003, 2010; in the data active means inhibition above about 50%
APJ ag = agonists of human apelin receptor APJ, primary screen, CHO-K1 cells, PathHunter beta-arrestin, luminescence; P35414; 0% DMSO wells, 100% apelin; activation, % at 20 µM; actives 0.11% (n = 330,000);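 active means activation more than six SD over the plate average, tested at 20 µM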;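 further: 0% = DMSO alone and 100% = apelin-13 at 10 nM; some results filed as inactive read as strong as hits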
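Assay system: engineered CHO-K1 APJ arrestin reporter cells; Amount: 1000 CHO-K1 reporter cells seeded per well; Dosing: one dose, 20 µM compound, 1% DMSO; Times: compound stimulation 90 min at 25 °C, detection 60 min; Measured by: luminescent beta-gal fragment complementation, chemiluminescent substrate; Read-out: APJ–arrestin association signal; Controls: DMSO vs Apelin-13 10 nM.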
* = called active by the depositor.

SMILES	Mdm2 MdmX PPI	XBP1 UPR activ	tim23-1 inh	697 NFkB inh	APJ antagonist	CHOP UPR activ	Jurkat NFkB inh	APJ ag
CCn1c(-c2cc(-c3ccccc3OC)nc3ccccc23)n[nH]c1=S	-26.9	-4.0	21.1	10.4	3.2	-1.0	4.7	-1.9
COc1ccccc1C(=O)NCCSCc1ccccc1Cl	1.5	-3.8	27.8	-27.5	-21.6	1.6	5.5	-2.8
CCN(CC)S(=O)(=O)c1ccc(N2CCOCC2)c(NC(=O)c2cc(=O)[nH]c3ccccc23)c1	28.1	2.8	2.6	17.8	0.4	-0.8	4.1	-1.3
Cc1ccc2c(c1)C1CN(C)CCC1N2C(=O)COc1ccc(N(C)C(=O)c2ccccc2)cc1 (stereo not drawn)	1.7	-0.3	8.9	-11.9	-0.4	0.1	-9.5	-0.3
CCOC(=O)N1CCN(C(=O)CSc2nnc(CNC(=O)c3c(F)cccc3Cl)o2)CC1	-8.0	4.3	-0.3	7.5	-0.1	0.3	-6.1	-3.3
CCN1CCN(c2cc(-c3ccccc3)nc3cc(-c4cccc(F)c4)nn23)CC1	67.7*	-1.3	52.6*	-9.8	10.8	-0.8	15.1	4.0
COc1cccc(CN2CCC(C(=O)N3CCN(c4ccccc4F)CC3)CC2)c1	2.6	-0.1	11.7	-8.9	12.1	3.2	-2.4	-2.5
O=C(CCC(=O)n1ncc2ccccc21)NCc1ccc(F)cc1	10.1	-1.5	3.6	20.6	3.6	1.3	2.7	-3.4
O=C1C2C3C=CC(C3)C2C(=O)N1CN(Cc1ccccc1)CN1C(=O)C2C3C=CC(C3)C2C1=O (stereo not drawn)	-8.5	3.7	28.2	-2.1	2.1	-1.3	4.7	-2.2
Cc1cc(=O)oc2cc(OCc3ccc(S(=O)(=O)N4CCOCC4)cc3)ccc12	-0.2	-1.8	-3.0	25.2	5.7	-0.7	11.3	-0.5
Brc1ccccc1OCCCCCN1CCCC1	20.5	-1.2	-2.1	3.4	-11.1	1.1	2.3	-1.1
CCOC(=O)c1nc(C)n(-c2cc(OC)c(Cl)cc2Cl)n1	7.6	-4.0	-3.8	11.1	-16.4	0.4	0.4	-1.4
O=C(CSc1nnc(-c2cccs2)n1CC1CCCO1)c1cc2ccccc2o1 (stereo not drawn)	8.7	-1.9	19.2	2.9	14.5	-0.8	2.7	-0.2
Cc1cc2c(cc(C(=O)OC(C(=O)NC3CCCCC3)C(C)C)n2C)o1 (stereo not drawn)	9.8	-3.6	41.6	-1.1	-5.7	0.7	6.7	-3.7
O=C(NNC(=O)c1ccc2nc[nH]c2c1)c1ccccc1	-3.8	0.2	-7.9	12.7	10.4	5.7	4.0	-3.8
CCCCn1c(=O)[nH]c(=O)c2c1nc(-c1ccc(-c3ccccc3Br)o1)n2CCOC	53.1*	-0.6	3.3	-8.8	27.7	3.6	-7.6	-2.1
O=C(c1ccc(-n2cnnn2)cc1)N1CCOCC1	21.6	-4.0	0.4	-1.5	-0.4	-2.0	-11.7	-0.5
Cc1ccc(S(=O)(=O)N2CCOCC2)cc1C(=O)NCC1CCCO1 (stereo not drawn)	-16.2	-2.0	7.4	-29.9	-12.2	4.4	-6.7	3.1
Cc1ccc(S(=O)(=O)N2CCOCC2)cc1NC(=O)CSc1nc(N)cc(N)n1	-2.7	-2.2	-14.1	-1.8	15.7	1.0	7.9	7.9
Cc1ccc(C(=O)CN2C(=O)C(C)Oc3ccccc32)cc1 (stereo not drawn)	-29.6	-1.9	28.7	-0.7	22.5	1.5	-34.2	-1.3

The closing four records of the part before open the next one.
SMILES	Mdm2 MdmX PPI	XBP1 UPR activ	tim23-1 inh	697 NFkB inh	APJ antagonist	CHOP UPR activ	Jurkat NFkB inh	APJ ag
O=C(c1ccc(-n2cnnn2)cc1)N1CCOCC1	21.6	-4.0	0.4	-1.5	-0.4	-2.0	-11.7	-0.5
Cc1ccc(S(=O)(=O)N2CCOCC2)cc1C(=O)NCC1CCCO1 (stereo not drawn)	-16.2	-2.0	7.4	-29.9	-12.2	4.4	-6.7	3.1
Cc1ccc(S(=O)(=O)N2CCOCC2)cc1NC(=O)CSc1nc(N)cc(N)n1	-2.7	-2.2	-14.1	-1.8	15.7	1.0	7.9	7.9
Cc1ccc(C(=O)CN2C(=O)C(C)Oc3ccccc32)cc1 (stereo not drawn)	-29.6	-1.9	28.7	-0.7	22.5	1.5	-34.2	-1.3
O=C(CNC(=O)OCc1ccccc1)NC1CCCCCCC1	13.3	-2.5	11.9	-11.9	-2.1	1.4	4.9	-3.3
Cc1nc2ccccc2n1CC(=O)N/N=C\C=C\c1ccccc1	-1.4	-1.6	10.1	-23.9	6.8	2.6	7.5	1.6
CCN(CC)CCNC(=O)C1CCC(=O)N1CCc1ccccc1 (stereo not drawn)	14.6	-3.7	7.8	18.8	-21.2	-2.5	-4.6	-1.3
Clc1ccc(C2[C@H]3CN(Cc4ccc(-c5ccccc5)cc4)[C@H](c4ccccc4)C34CC2(c2ccccc2)C4)cn1 (stereo partly drawn)	5.8	1.6	16.4	-2.8	-0.5	-1.0	2.3	6.5
COc1ccc2[nH]c(C(=O)NCCCN3CCCC3=O)c(C)c2c1	-1.5	-1.6	-5.7	-0.7	16.3	0.3	7.7	0.3
Cc1cccc(-n2c(CNC(=O)c3ccccc3)nnc2SCC(=O)Nc2nccs2)c1	22.3	-4.0	10.5	8.1	16.1	1.3	1.3	0.3
COc1ccc2ccc(=O)oc2c1CC(=O)C(C)C	1.2	3.5	1.9	-3.4	0.1	-1.5	4.8	-0.4
Cc1sc2ncnc(NCC(C)(C)N3CCOCC3)c2c1C	32.3	-1.0	12.7	-36.8	-28.6	-8.0	34.8	6.8
CC/C(=N\NC(=S)Nc1cccc(C)c1)c1ccccc1	-7.3	2.8	41.6	-6.9	10.8	0.2	-21.2	-7.1
CCn1c(SCC(=O)OC)nc2cc(S(=O)(=O)N3CCOCC3)ccc21	26.5	-3.4	1.1	16.6	-40.5	-1.1	6.7	0.6
COC(=O)c1sccc1NC(=O)Cn1nnc(-c2ccccc2C)n1	11.5	0.9	11.0	-16.8	4.4	-1.6	3.0	-4.1
CCOC(=O)c1cc2sc(C)cc2n1CC(=O)Nc1cccc(C)c1C	8.0	-2.5	14.5	12.5	25.1	1.9	-9.1	-6.4
COc1ccc2c(c1)[C@H]1[C@H](CO2)[C@H](c2ccccc2)[C@]2(C)C(=O)N[C@H](C)C(=O)N12	5.1	2.4	-3.5	9.0	20.6	-0.2	9.0	-4.7
CCN(CC)CCCN=C1N[C@@H](c2cccc(F)c2)C(C(=O)OC)=C(C)N1Cc1ccccc1	99.6*	-0.9	8.6	20.2	21.3	2.0	20.6	-0.1
CCOc1cccc(C(=O)NC(=S)Nc2cccc(C)c2)c1	-45.6	3.2	34.2	-46.7	14.5	2.4	-2.7	5.0
Cc1cc2c(NCCc3ccccc3)ncnc2s1	-11.9	-0.9	18.9	-22.9	5.8	5.8	9.5	5.2
CC(=O)Nc1ccc(N2CCOCC2)c(Cl)c1	3.2	2.1	1.3	-5.7	0.5	-1.6	10.3	4.0
CC(=O)N(Cc1cc(=O)[nH]c2ccccc12)c1cccc(C)c1	14.5	-3.7	3.6	5.9	-14.0	-2.3	-1.8	-2.2
Cc1ccc(SCC(=O)OCC(=O)NC2CCCCCCC2)cc1	-8.4	0.8	20.0	21.4	13.5	1.3	9.3	-2.4
Cc1cc(C)cc(N(CCC#N)C(=O)COC(=O)C2=COCCO2)c1	11.6	-0.1	-8.0	5.5	2.9	0.3	14.5	-2.3
CCOC(=O)c1ccc(NC(=O)Cn2nnc3ccccc32)cc1	-47.7	0.5	-4.1	-87.4	0.5	2.3	-73.7	2.6
Cc1cc2cc(CNC(=O)CCC(=O)O)ccc2[nH]1	8.7	-0.2	2.5	13.3	3.2	-1.7	8.9	-2.8
[O-]/[N+](=C\C=C\c1ccccc1)c1ccccc1	-96.7	-2.7	33.6	-103.1	11.2	4.5	-93.4	-1.4
COc1ccccc1CNC(=O)C1CCCN(S(=O)(=O)c2cccc3nsnc23)C1 (stereo not drawn)	7.8	-1.3	7.9	-13.2	-11.2	1.4	3.2	-0.7
COc1ccc(CN(C(=O)CSc2nnc(-c3ccccc3C)o2)c2ccc(F)cc2)cc1	3.4	-4.5	24.5	-1.7	5.4	1.7	4.2	2.3
Cc1ccccc1NC(=O)CN1C(=O)NC2(CCc3ccccc32)C1=O (stereo not drawn)	3.4	-0.5	-4.3	20.9	3.0	-1.5	1.4	-1.2
Cc1noc(C)c1C(=O)OCC(=O)Nc1c(F)cccc1F	13.7	-1.4	2.2	4.0	15.1	0.8	-3.9	-1.1
C=CCNC(=O)c1ccc(NC(=O)CC2SC(N3CCCC3)=NC2=O)cc1 (stereo not drawn)	7.2	0.3	20.1	7.7	15.1	0.7	9.6	-3.2
Cc1nnc(NC(=O)c2cccc(Br)c2)s1	8.7	1.3	10.1	-11.1	-3.1	-0.4	-4.2	-1.7
CC(=O)Nc1ccc(C(=O)NC(C)c2ccc(-n3ccnc3)cc2)cc1 (stereo not drawn)	31.1	-5.6	-1.8	4.4	2.7	-0.7	-10.7	13.2
Cc1ccc(C(=O)O/N=C(\N)Cc2cccc3ccccc23)cc1	44.2	2.1	33.2	-0.2	-31.8	-0.2	-0.8	5.4
COc1nc(NCCO)nc(Nc2cc(Cl)ccc2OC)n1	-17.9	-1.6	29.4	1.0	13.9	0.8	-2.6	-0.4
CCCN1Cc2cccc(C(=O)NCc3ccc(C)cc3)c2C1=O	7.4	1.4	23.7	-6.8	11.7	-3.8	-4.6	-1.0
Cc1cc(C(=O)CSc2n[nH]c(-c3ccccc3F)n2)c(C)n1Cc1cccs1	37.5	2.6	34.5	14.8	3.1	-3.4	3.5	-6.4
N[C@@H](C(=O)N[C@@H]1C(=O)N2C(C(=O)O)=C(Cl)CS[C@H]12)c1ccccc1	15.7	-5.7	-5.2	11.4	-1.3	-0.6	3.4	-0.4
Cc1ccc(C)c(OCc2nnc(N)s2)c1	-3.3	-1.8	-2.7	17.6	3.6	-0.2	6.1	0.7
O=C(Nc1cccc(Cl)c1)ON=C1c2ccccc2-c2ccccc21	29.8	3.7	61.8*	10.8	17.1	1.8	6.0	-2.1
CCN(Cc1ccccc1)C(=O)CCNS(=O)(=O)c1cc(Br)cnc1N	-24.3	-4.0	13.5	-8.2	9.4	1.9	15.1	-0.6
Cc1ccc(CCSc2ccc(C(C)C)cc2)cn1	9.0	0.8	-6.3	-23.5	0.6	1.2	-2.1	1.3
COc1ccc(CN(C)C(=O)C2CSC3(C)CCC(=O)N23)cc1OC (stereo not drawn)	-27.3	0.5	13.0	4.6	0.7	-0.8	-11.3	-5.3
